Pf Dd2 growth – P. falciparum Dd2 growth inhibitors, primary screen, SYBR Green fluorescence, single dose replicates; 72 h; active compounds read low; activity change, % at 10 µM; 94,000 tested, 2.3% active; in the data active means activity change below about -80%; inconclusive means no clear call, values can overlap the other calls
KDM4C inh – inhibitors of GASC-1 (KDM4C) histone demethylase, primary screen, biochemical, single concentration HTS | Lysine-specific demethylase 4C (Homo sapiens), Q9H3R0 | GST-KDM4C 2-372, H3K9me3 peptide, LANCE TR-FRET | inhibition, % at 12.5 µM | 96,000 tested, 0.15% active | AID 720574, 2013;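 active means mean replicate inhibition above about 25%, with at least 55% of replicates also reaching it, limit read from the data, passing the limit was not always enough; inconclusive means only one of those two conditions met; inactive means neither condition met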
Target sequence (Q9H3R0 2-372 limits assumed): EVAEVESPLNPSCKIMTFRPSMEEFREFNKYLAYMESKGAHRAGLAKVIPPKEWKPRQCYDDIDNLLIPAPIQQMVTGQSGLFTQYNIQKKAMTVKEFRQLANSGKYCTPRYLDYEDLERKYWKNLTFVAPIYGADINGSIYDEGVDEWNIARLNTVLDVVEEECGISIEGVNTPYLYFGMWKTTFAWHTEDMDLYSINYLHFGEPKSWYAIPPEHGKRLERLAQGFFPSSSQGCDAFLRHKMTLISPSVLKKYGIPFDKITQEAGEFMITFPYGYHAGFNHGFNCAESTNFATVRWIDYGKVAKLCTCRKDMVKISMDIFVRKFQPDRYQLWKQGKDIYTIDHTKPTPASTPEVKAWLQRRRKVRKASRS
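Test system – GST-tagged GASC-1 (JMJD2C) catalytic fragment, aa 2-372 · Medium – HEPES buffer, pH 7.5, plus ascorbate · Reagent – H3K9me3 peptide with Fe(II)/2OG · Compound – one test concentration per compound · Timing – 30 min reaction, 60 min detection, RT · Technique – TR-FRET with Eu antibody and ULight streptavidin, EDTA stop · Read-out basis – inhibition from TR-FRET ratio decrease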
C diff growth – C. difficile growth inhibitors, primary screen, HTS. growth activity, negative = inhibition, % at 16 µg/mL (by protocol). Clostridium difficile clinical isolate growth, OD600, 24 h; active compounds read low. 86,000 tested, 0.25% active;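 active means mean growth activity at or below -80% and every replicate also at or below -80%; inconclusive means mean at or below -80% but some replicate above -80%; inactive means mean growth activity above -80%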;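 further: 0% = DMSO wells and -100% = levofloxacin 16 µg/mL wells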
T cruzi growth – T. cruzi intracellular proliferation inhibitors, primary screen, cell-based, beta-gal Tulahuen parasites, NIH3T3 host, luminescence; T. cruzi beta-gal in NIH3T3, GalScreen luminescence, 90 h; inhibition, % at 8.34 µM; 77,000 tested, 5.9% active;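 active means mean inhibition above about 93%, with at least 55% of replicates each passing it, limit read from the data, passing the limit was not always enough; inconclusive means only one of those two conditions holds; inactive means neither condition holds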
Active calls of the source: *; & = joins results of further samples.

`COc1ccc(NC(=O)Nc2ccc3c(c2)C(=O)N([C@@H](C)CO)C[C@H](C)[C@@H](CN(C)S(=O)(=O)c2ccc(F)cc2)OCCCC[C@@H](C)O3)cc1` gave Pf Dd2 growth inconclusive, KDM4C inh -0.6, C diff growth -1 and T cruzi growth 74.
`C[C@H](CO)N1C[C@H](C)[C@@H](CN(C)Cc2ccc(C(F)(F)F)cc2)Oc2ccc(NC(=O)CCCCCC(=O)Nc3ccccc3N)cc2C1=O` gave Pf Dd2 growth -56, KDM4C inh -1.3 and C diff growth -6.
Screening O=C(c1cccnc1)N1CC(=O)N2[C@H](C1)[C@H](c1ccc(-c3ccc(F)cc3)cc1)[C@@H]2CO returned Pf Dd2 growth -24, KDM4C inh 2.7 and C diff growth 2.
Screening CS(=O)(=O)N1[C@H](C#N)[C@H](c2ccccc2-c2ccccc2)[C@@H]1CO returned Pf Dd2 growth -27, KDM4C inh -2.2 and C diff growth -17.
For C[C@H]1CN([C@@H](C)CO)S(=O)(=O)c2ccc(-c3ccc(C(=O)N(C)C)cc3)cc2O[C@H]1CN(C)C(=O)Nc1ccccc1F the results were Pf Dd2 growth -42, KDM4C inh -2.5 and C diff growth -5.
`C[C@H]1CN([C@@H](C)CO)C(=O)Cc2cc(NC(=O)Nc3ccc(C(F)(F)F)cc3)ccc2O[C@@H]1CN(C)C` gave Pf Dd2 growth 23, KDM4C inh -1.0 and C diff growth 2.
COc1cccc(CNC(=O)C[C@H]2CC[C@H](NC(=O)C3CC3)[C@H](CO)O2)c1 was read as Pf Dd2 growth 0, KDM4C inh -0.1 and C diff growth 0.
For Cc1ccc(S(=O)(=O)Nc2cccc3c2O[C@H](CN(C)CC2CC2)[C@H](C)CN([C@H](C)CO)C3=O)cc1 the results were Pf Dd2 growth 24, KDM4C inh -0.3, C diff growth 0 and T cruzi growth -5.
Cc1ccccc1S(=O)(=O)N1CC(=O)N2[C@@H](CO)[C@H](c3ccc(C#CCC4CCCC4)cc3)[C@@H]2C1 was read as Pf Dd2 growth -19, KDM4C inh 0.4 and C diff growth 0.
For O=C(C[C@@H]1CC[C@@H]2[C@H](COC[C@H](O)CN2Cc2ccccc2)O1)NCCc1ccccc1 the results were Pf Dd2 growth 6, KDM4C inh 1.0, C diff growth 11 and T cruzi growth 47.
`C[C@@H]1CN([C@@H](C)CO)S(=O)(=O)c2ccc(-c3ccncc3)cc2O[C@@H]1CN(C)S(C)(=O)=O` gave Pf Dd2 growth 34, KDM4C inh -1.2, C diff growth 0 and T cruzi growth 35.
C[C@H]1CN([C@@H](C)CO)S(=O)(=O)c2ccc(Br)cc2O[C@@H]1CN(C)C(=O)c1cnccn1 was read as Pf Dd2 growth 7, KDM4C inh 2.1, C diff growth 0 and T cruzi growth 31.
For Cc1noc(C)c1NC(=O)N(C)C[C@H]1OCCCC[C@H](C)Oc2ccc(NC(=O)NC(C)C)cc2C(=O)N([C@@H](C)CO)C[C@H]1C the results were Pf Dd2 growth 44, KDM4C inh 2.0 and C diff growth 6.
COc1ccc(S(=O)(=O)Nc2ccc3c(c2)C(=O)N([C@H](C)CO)C[C@@H](C)[C@H](CN(C)Cc2ccc(Cl)c(Cl)c2)OCCCC[C@H](C)O3)cc1 was read as Pf Dd2 growth -84*, KDM4C inh 0.2 and T cruzi growth 12.
For Cc1noc(C)c1S(=O)(=O)Nc1ccc2c(c1)CC(=O)N([C@H](C)CO)C[C@H](C)[C@H](CN(C)Cc1ccc(-c3ccccc3)cc1)O2 the results were Pf Dd2 growth -32, KDM4C inh -3.6, C diff growth 63 and T cruzi growth 51.

Reprinted from the part before: 6 compounds, followed by the next part.
For O=C(C[C@@H]1CC[C@@H]2[C@H](COC[C@H](O)CN2Cc2ccccc2)O1)NCCc1ccccc1 the results were Pf Dd2 growth 6, KDM4C inh 1.0, C diff growth 11 and T cruzi growth 47.
`C[C@@H]1CN([C@@H](C)CO)S(=O)(=O)c2ccc(-c3ccncc3)cc2O[C@@H]1CN(C)S(C)(=O)=O` gave Pf Dd2 growth 34, KDM4C inh -1.2, C diff growth 0 and T cruzi growth 35.
C[C@H]1CN([C@@H](C)CO)S(=O)(=O)c2ccc(Br)cc2O[C@@H]1CN(C)C(=O)c1cnccn1 was read as Pf Dd2 growth 7, KDM4C inh 2.1, C diff growth 0 and T cruzi growth 31.
For Cc1noc(C)c1NC(=O)N(C)C[C@H]1OCCCC[C@H](C)Oc2ccc(NC(=O)NC(C)C)cc2C(=O)N([C@@H](C)CO)C[C@H]1C the results were Pf Dd2 growth 44, KDM4C inh 2.0 and C diff growth 6.
COc1ccc(S(=O)(=O)Nc2ccc3c(c2)C(=O)N([C@H](C)CO)C[C@@H](C)[C@H](CN(C)Cc2ccc(Cl)c(Cl)c2)OCCCC[C@H](C)O3)cc1 was read as Pf Dd2 growth -84*, KDM4C inh 0.2 and T cruzi growth 12.
For Cc1noc(C)c1S(=O)(=O)Nc1ccc2c(c1)CC(=O)N([C@H](C)CO)C[C@H](C)[C@H](CN(C)Cc1ccc(-c3ccccc3)cc1)O2 the results were Pf Dd2 growth -32, KDM4C inh -3.6, C diff growth 63 and T cruzi growth 51.
`CN(C)CC(=O)N1CCCCN2[C@H](CO)[C@H](c3ccc(-c4cccnc4)cc3)[C@@H]2C1` gave Pf Dd2 growth -16, KDM4C inh -1.7, C diff growth 5 and T cruzi growth 64.
`O=C(C[C@@H]1CC[C@H]2[C@@H](COC[C@@H](O)CN2C(=O)c2cccnc2)O1)NCC1CC1` gave Pf Dd2 growth 26, KDM4C inh 2.0 and C diff growth 18&-2.
C[C@@H]1CN([C@H](C)CO)C(=O)c2cc(NS(=O)(=O)c3cn(C)cn3)ccc2O[C@@H](C)CCCCO[C@@H]1CN(C)Cc1ccc(C(F)(F)F)cc1 was read as Pf Dd2 growth -11, KDM4C inh 0.0, C diff growth 0 and T cruzi growth 27.
`O=C(NC1CCC1)[C@@H]1[C@@H](CO)[C@@H]2Cn3c(ccc(C4=CCCC4)c3=O)[C@H]1N2CC1CC1` gave Pf Dd2 growth 7, KDM4C inh 0.4, C diff growth 1 and T cruzi growth 59.
Screening CCCNC(=O)Nc1ccc2c(c1)C(=O)N(C)C[C@@H](OC)[C@@H](C)CN(Cc1cncnc1)[C@H](C)CO2 returned Pf Dd2 growth 8, KDM4C inh -0.8, C diff growth -3 and T cruzi growth 12.
O=S(=O)(c1ccc(F)cc1)N1CC[C@@H]2[C@H]1c1cc(-c3ccc(F)cc3)ccc1N[C@@H]2CO was read as Pf Dd2 growth 24, KDM4C inh -0.1, C diff growth -3 and T cruzi growth 65.
C/C=C/c1ccc2c(c1)O[C@@H](CN(C)C(=O)CC1CC1)[C@H](C)CN([C@H](C)CO)S2(=O)=O was read as Pf Dd2 growth -23, KDM4C inh -0.1, C diff growth 2 and T cruzi growth 61.
CO[C@@H]1CN(C)C(=O)c2cc(NS(=O)(=O)c3cn(C)cn3)ccc2OC[C@@H](C)N(CC2CC2)C[C@H]1C was read as Pf Dd2 growth 29, KDM4C inh 0.2 and T cruzi growth -37.
C[C@@H]1CN([C@@H](C)CO)C(=O)Cc2cc(NC(=O)CCC(F)(F)F)ccc2O[C@H]1CN(C)S(C)(=O)=O was read as Pf Dd2 growth 4, KDM4C inh 0.7, C diff growth -1 and T cruzi growth 44.
`COc1ccc(S(=O)(=O)Nc2cccc3c2O[C@@H](CN(C)CC2CCCCC2)[C@H](C)CN([C@@H](C)CO)C3=O)cc1` gave Pf Dd2 growth 6, KDM4C inh -0.2, C diff growth -5 and T cruzi growth -29.
For COc1ccc(CNC(=O)C[C@H]2C=C[C@@H](NC(=O)Nc3ccc4c(c3)OCO4)[C@@H](CO)O2)cc1 the results were Pf Dd2 growth 31, KDM4C inh -0.7 and C diff growth 0.
Screening Cc1ccc(OC(=O)N(C)C[C@@H]2OCc3cn(nn3)CCCC(=O)N([C@H](C)CO)C[C@@H]2C)cc1 returned Pf Dd2 growth 12, KDM4C inh -0.2, C diff growth -6 and T cruzi growth 24.
Screening CC(=O)N(C)C[C@@H]1Oc2cc(C#CCC3CCCC3)ccc2S(=O)(=O)N([C@@H](C)CO)C[C@H]1C returned Pf Dd2 growth -41, KDM4C inh -0.5, C diff growth -13 and T cruzi growth 38.
COc1cccc(C(=O)Nc2ccc3c(c2)C(=O)N(C)[C@H]2CC[C@H](CC(=O)N[C@@H](C)c4ccccc4)O[C@H]2CO3)c1 was read as Pf Dd2 growth 22, KDM4C inh 1.1, C diff growth -3 and T cruzi growth 46.
C[C@H](CO)N1C[C@H](C)[C@@H](CN(C)S(=O)(=O)c2cn(C)cn2)Oc2cc(Br)ccc2S1(=O)=O was read as Pf Dd2 growth 54, KDM4C inh -1.1 and C diff growth 2.
Screening CN(C)CC(=O)N1[C@@H](C#N)[C@@H](c2ccc(C#CC3CCCCC3)cc2)[C@@H]1CO returned Pf Dd2 growth 14, KDM4C inh 3.9, C diff growth 7 and T cruzi growth 42.
For CO[C@H]1CN(C)C(=O)c2ccc(NS(C)(=O)=O)cc2OC[C@H](C)N(Cc2nccs2)C[C@H]1C the results were Pf Dd2 growth -8, KDM4C inh 0.9 and T cruzi growth 22.
`Cc1ccc(S(=O)(=O)NCC[C@H]2CC[C@@H](NC(=O)c3ccccn3)[C@H](CO)O2)cc1` gave Pf Dd2 growth 7, KDM4C inh -0.4, C diff growth 0 and T cruzi growth 58.
For C[C@@H]1CN([C@H](C)CO)C(=O)Cc2cc(NS(=O)(=O)c3ccc(Cl)cc3)ccc2O[C@@H]1CN(C)C the results were Pf Dd2 growth 3, KDM4C inh 0.3 and C diff growth -3.
`COc1ccc2c3c([nH]c2c1)[C@@H](CO)N(C(=O)C1CCOCC1)CC31CCN(C(=O)NC(C)C)CC1` gave Pf Dd2 growth 9, KDM4C inh 1.0 and C diff growth 10.
Screening COc1ccc(CN(C)C[C@H]2Oc3ccc(NS(=O)(=O)c4ccc(OC)cc4)cc3CC(=O)N([C@@H](C)CO)C[C@@H]2C)cc1 returned Pf Dd2 growth -23, KDM4C inh 0.6, C diff growth -2 and T cruzi growth 65.
Screening C[C@H](CO)N1C[C@H](C)[C@H](CN(C)Cc2ccccn2)Oc2ncc(C#Cc3ccccc3)cc2C1=O returned Pf Dd2 growth -23, KDM4C inh 4.2, C diff growth -1 and T cruzi growth 16.
For C[C@H](CO)N1C[C@H](C)[C@H](CN(C)Cc2cccc(O)c2)OCc2ccccc2-c2c(n(C)c3ccccc23)C1=O the results were Pf Dd2 growth -10 and C diff growth 57.
`COCC(=O)N1CC(=O)N2[C@H](CO)[C@H](c3ccc(C#CC(C)C)cc3)[C@H]2C1` gave Pf Dd2 growth 35, KDM4C inh 0.3 and C diff growth -4.
`C[C@@H](NC(=O)[C@@H]1[C@@H](CO)[C@@H]2Cn3c(cccc3=O)[C@@H]2N1CC1CCCCC1)c1ccccc1` gave Pf Dd2 growth -22, KDM4C inh 0.7 and C diff growth 5.
For COc1ccc(S(=O)(=O)Nc2ccc3c(c2)CC(=O)N([C@H](C)CO)C[C@H](C)[C@@H](CN(C)C(=O)Nc2cccc4ccccc24)O3)cc1 the results were Pf Dd2 growth 0, KDM4C inh -1.2, C diff growth -6 and T cruzi growth 32.
`COC(=O)C[C@H]1CC[C@H]2[C@@H](COc3ccc(NC(=O)Nc4ccc(C#N)cc4)cc3C(=O)N2C)O1` gave Pf Dd2 growth -11, KDM4C inh 1.2 and C diff growth 1.
Screening Cc1ccccc1-c1cnc2c(c1)C(=O)N([C@@H](C)CO)C[C@@H](C)[C@H](CN(C)C(=O)CC1CC1)O2 returned Pf Dd2 growth -3 and KDM4C inh 8.9.
Screening COc1cccc(C(=O)Nc2ccc3c(c2)C(=O)N(C)C[C@@H](OC)[C@H](C)CN(C(=O)C2CCCC2)[C@@H](C)CO3)c1 returned KDM4C inh -0.2 and T cruzi growth 75.
`C[C@H]1CN([C@@H](C)CO)C(=O)c2cc(/C=C/c3ccccc3)cnc2O[C@@H]1CN(C)C(=O)c1cnccn1` gave Pf Dd2 growth -30, KDM4C inh -1.1 and C diff growth -3.
`C[C@@H]1CN([C@@H](C)CO)C(=O)c2cccc(NC(=O)c3nc4ccccc4s3)c2O[C@@H]1CN(C)Cc1ccccc1` gave Pf Dd2 growth -39, KDM4C inh -1.8, C diff growth 2 and T cruzi growth 88.
Screening O=C(C[C@@H]1CC[C@H]2[C@@H](COC[C@H](O)CN2C(=O)Nc2cc(Cl)cc(Cl)c2)O1)NCC1CCCCC1 returned Pf Dd2 growth 9, KDM4C inh -2.1, C diff growth 2 and T cruzi growth 82.
COc1cccc(S(=O)(=O)N[C@@H]2CC[C@@H](CC(=O)NCc3ccc(Cl)cc3)O[C@@H]2CO)c1 was read as Pf Dd2 growth -2, KDM4C inh -1.4, C diff growth 0 and T cruzi growth -19.
CN(C)c1ccc2c(c1)[C@@H]1C[C@@H](CC(=O)N3CCOCC3)O[C@@H](CO)[C@@H]1O2 was read as Pf Dd2 growth -35, KDM4C inh 44*, C diff growth 0 and T cruzi growth 38.

Screens: PubChem BioAssay, Broad Institute
